PKA-R2B activ: activators of human PKA-R2B complex; P22694+P31323; PKA-R2B holoenzyme dissociation, Cy5-IP20 fluorescence polarization; R2B truncated from residue 108, S112A mutant; 0% DMSO only, 100% 113 µM cGMP; activation, % at 11.4 µM; 340,000 tested, 0.079% active; AID 504700;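 active = activation above a cutoff set at the mean over all compounds plus 3 SD, cut at about 18% in these data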;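 also: higher means more holoenzyme dissociation and a rise in polarization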
Target sequence (P31323 whole entry, looked up, other chains not shown, the tested form may be a part): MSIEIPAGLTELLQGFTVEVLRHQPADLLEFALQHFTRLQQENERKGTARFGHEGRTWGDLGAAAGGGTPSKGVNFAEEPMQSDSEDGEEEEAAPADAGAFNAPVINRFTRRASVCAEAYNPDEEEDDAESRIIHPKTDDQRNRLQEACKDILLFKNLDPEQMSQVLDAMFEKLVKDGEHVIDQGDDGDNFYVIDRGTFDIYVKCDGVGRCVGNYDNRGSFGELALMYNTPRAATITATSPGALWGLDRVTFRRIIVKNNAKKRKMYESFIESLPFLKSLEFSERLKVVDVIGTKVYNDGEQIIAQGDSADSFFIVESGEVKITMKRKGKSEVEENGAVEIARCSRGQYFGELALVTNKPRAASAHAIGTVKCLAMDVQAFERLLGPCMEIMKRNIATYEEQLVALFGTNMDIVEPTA
Rtt109 Vps75: C. albicans Rtt109 histone acetyltransferase inhibition. inhibition, % at 34.9 µM. 330,000 tested, 0.16% active. purified Rtt109/Vps75, ThioGlo CoA-SH fluorescence, 4 h. AID 540336. Q5AAJ8;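 active = inhibition of at least 50% in every replicate; inconclusive = best replicate reaches 50% inhibition but some replicates fall short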
Keap1-Nrf2 PPI: inhibitors of human Keap1-Nrf2 protein-protein interaction | Q14145 | 340,000 tested, 0.15% active | Keap1 Kelch-Nrf2 peptide fluorescence polarization, 1536-well | AID 504523 | inhibition, % at 9.4 µM; in the data active = inhibition above about 12%; inconclusive = no clear call, values can overlap the other calls; inactive = below about 7.3%;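 also: human Keap1 Kelch domain with fluorescein labeled Nrf2 9mer peptide probe; 0% = neutral control wells and 100% = peptide positive control; higher means more block of Keap1 binding to Nrf2 peptide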
Target sequence (Q14145 whole entry, looked up, the tested form may be a part): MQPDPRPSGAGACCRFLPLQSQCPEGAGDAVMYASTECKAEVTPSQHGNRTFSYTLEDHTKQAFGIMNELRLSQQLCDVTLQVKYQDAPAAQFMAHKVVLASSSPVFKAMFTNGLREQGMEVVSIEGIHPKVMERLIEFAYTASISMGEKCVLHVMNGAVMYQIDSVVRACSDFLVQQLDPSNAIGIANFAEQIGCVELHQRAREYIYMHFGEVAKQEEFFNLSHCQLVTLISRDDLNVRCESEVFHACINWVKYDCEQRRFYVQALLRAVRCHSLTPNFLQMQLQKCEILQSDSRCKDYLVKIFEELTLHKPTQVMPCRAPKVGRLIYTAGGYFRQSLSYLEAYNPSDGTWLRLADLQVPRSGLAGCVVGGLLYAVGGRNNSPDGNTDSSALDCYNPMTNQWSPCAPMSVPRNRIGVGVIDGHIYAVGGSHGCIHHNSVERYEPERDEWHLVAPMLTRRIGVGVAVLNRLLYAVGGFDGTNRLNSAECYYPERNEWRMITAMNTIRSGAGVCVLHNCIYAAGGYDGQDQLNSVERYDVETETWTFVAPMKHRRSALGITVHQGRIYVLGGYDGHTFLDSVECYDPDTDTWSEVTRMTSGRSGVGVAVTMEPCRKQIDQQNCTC
LANA DNA inh: KSHV C-LANA DNA binding inhibition; 340,000 tested, 0.078% active; MBP-C-LANA/FAM-LBS DNA binding, fluorescence polarization; inhibition, % at 9 µM;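 active = highest replicate inhibition at or above 60% at 9 µM, even if other replicates fall short; inactive = all replicates below 60% inhibition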;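 also: 0% = neutral control wells and 100% = 4 µM acridine orange control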
cardiac RTF act: cardiac RTF calcium sensitization. IANBD-labeled TnC RTF fluorescence at EC20 calcium; 0% EC20 calcium, 100% full calcium. activation, % at 7.2 µM. 340,000 tested, 0.24% active. AID 493008;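 active = activation above the mean over all tested compounds plus 3 SD, cut at about 30% in these data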;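 also: rise in fluorescence read as greater calcium sensitivity of cardiac thin filaments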
RTF Ca sens inh: cardiac RTF calcium desensitization. P19429+P45379. IANBD-labeled cardiac RTF, Ca2+ fluorescence. inhibition, % at 7.15 µM. 340,000 tested, 0.12% active. AID 493244;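 active = inhibition above the mean inhibition of all tested compounds plus 3 SD, cut at about 17% in these data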;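 also: assay run at fixed EC70 calcium of 1.6 mM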
DAGLB inhibitor: diacylglycerol lipase beta (human) inhibition; Q8NCG7; HEK293T DAGLB membrane lysate, EnzChek fluorogenic substrate; inhibition, % at 5.17 µM; 340,000 tested, 0.059% active; in the data active = inhibition above about 34%;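 also: 0% = enzyme with vehicle and 100% = wells lacking enzyme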
SR-BI DiI-HDL act: SR-BI HDL lipid transfer activation; activation, % at 12.5 µM; 320,000 tested, 0.096% active; AID 504775; CHO ldlA[mSR-BI] cells, DiI-HDL uptake fluorescence, 3 h; 100 = double the neutral-control signal;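 active = mean replicate activation of at least 60% and every replicate at or above 60%; inconclusive = mean or all-replicate condition met, but not both; inactive = mean below 60% and not all replicates reaching 60%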;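 also: 0% = median plate neutral-control signal and 100% = twice that signal; values of inactives mirror those of a sister screen read the other way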
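Material: SR-BI-overexpressing, LDLR-lacking CHO cells | Dosing: Single compound concentration, delivered by pin transfer | Probe or stimulus: Labelled HDL, 10 µg/mL | Signal: Bottom-read cell fluorescence after medium removal, ex 550/em 595 nm | Schedule: 3 h, 37 °C | Evaluation: HDL uptake via cellular fluorescence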
CAL PDZ FP-1: human CAL PDZ-peptide interaction inhibition; Q9HD26; purified CAL PDZ, TMR-peptide fluorescence polarization, 1 h; inhibition, % at 20 µM; 330,000 tested, 0.02% active; AID 504414;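 active = highest replicate inhibition of at least 40%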;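 also: plate controls were DMSO neutral control wells for no effect and unlabeled competitor peptide control wells for full effect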
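Test system: purified CerCALP PDZ construct; Compound dosing: one concentration, 20 µM compound; Also added: TMR-labelled reporter peptide T*-PRC34 bound in PDZ groove; Read-out: inhibition from polarization loss; Controls: unlabelled peptide and DMSO controls; Signal: FP readout, S and P plane fluorescence; Incubation: 1 h at RT.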
CAL PDZ FP-2: blocks peptide binding to the human CAL PDZ domain. Q9HD26. purified CAL PDZ, TMR-peptide fluorescence polarization, 1 h. inhibition, % at 24.9 µM. 300,000 tested, 0.92% active. AID 602252;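 active = mean inhibition of at least 30% with at least half of replicates also reaching 30%; inconclusive = no clear call, values can overlap the other calls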;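 also: 0% = DMSO neutral control and 100% = excess unlabeled competitor peptide PRC23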
Starred values were filed as active, the others as inactive; ? = inconclusive; . = no result given.

SMILES	PKA-R2B activ	Rtt109 Vps75	Keap1-Nrf2 PPI	LANA DNA inh	cardiac RTF act	RTF Ca sens inh	DAGLB inhibitor	SR-BI DiI-HDL act	CAL PDZ FP-1	CAL PDZ FP-2
O=C(Nc1cccnc1)c1ccc(S(=O)(=O)c2ccc(Cl)cc2)cc1	-9.9	3.0	-3.7	-6.6	-5.2	2.8	-1.8	0.1	-1.8	-1.4
O=C(CSc1nn(-c2ccccc2)c(=S)s1)Nc1ncccn1	3.7	-2.2	-0.5	0.5	-0.7	-4.5	2.5	21.1	-0.4	-2.1
O=C(NC(=S)Nc1ncc(Br)cc1Br)c1cncc(Br)c1	6.6	-3.6	-3.1	-0.4	4.6	2.1	-0.4	-1.6	-6.8	-7.2
CCOC(=O)c1cnc(SCC(=O)c2ccc(Cl)cc2)nc1N	-4.7	-3.5	-4.0	-0.8	1.5	-6.4	-7.6	-1.2	-0.2	-3.9
CCC(=O)c1cn(CC(=O)Nc2ccc(C)cc2C)c2ccccc12	12.2	-5.0	?	.	-8.3	2.4	-7.9	14.5	.	17.9
COc1ccccc1CC(=O)Nc1cc2oc3ccccc3c2cc1OC	-1.0	-19.8	6.2	-0.6	-2.7	-5.2	-6.9	-86.5	-1.8	-1.3
COc1c(C(C)C)oc2cc3oc(=O)ccc3cc12	3.6	-0.4	4.2	-0.4	-1.9	3.0	-5.1	-24.9	-4.3	-0.3
CC(=O)Nc1ccc(Nc2cc(C)c3ccccc3n2)cc1	-0.7	-12.0	-1.7	0.4	-5.0	-3.9	2.1	-32.0	0.5	-2.4
COc1ccc(CN2C(=NC(=O)CCc3ccccc3)SC3CS(=O)(=O)CC32)cc1 (centres undefined)	3.3	-23.2	3.8	-2.9	-3.2	-1.1	-1.4	13.0	0.4	.
O=C(Cc1ccc(Cl)cc1)Nc1cc(Cl)ccn1	2.4	6.5	1.2	-1.6	3.0	-9.8	-2.6	37.6	-1.0	-6.8
COC(=O)CN1C(=O)[C@H]2[C@@H](c3ccc(C)o3)N3C(=O)CN(CCO)C(=O)[C@@]3(C)[C@H]2C1=O	-4.8	-9.6	3.2	-0.3	4.6	-2.7	-3.5	14.5	-0.3	-3.6
COc1ccc(CN(C2CC2)S(=O)(=O)c2ccccc2Br)cc1	5.3	-4.1	-0.2	2.2	-7.2	-4.9	-7.9	10.2	0.4	-4.4
COc1cc(OC)c(C(=O)/C=C/c2ccc(OCc3ccccc3)c(OC)c2)c(OC)c1	-0.3	4.4	-3.4	-1.6	-0.9	2.9	-2.2	.	-1.6	-2.8
Cc1ccc(S(=O)(=O)N2CCN(S(=O)(=O)N3CCOCC3)CC2)cc1C	4.0	4.2	2.3	0.5	1.2	-1.3	0.1	6.7	-1.7	.
COc1cc(OC)c(C2=NOC(C(=O)Nc3c(C)nn(CC(=O)N4CCCC4)c3C)C2)cc1Cl (centres undefined)	8.3	-0.8	-3.5	-0.9	1.0	-0.8	-1.3	-34.3	-2.7	-1.9
OCC[C@H]1C[C@H](O)[C@@H](O)[C@@]2(CCCc3ccccc3O2)O1	-1.0	-21.1	-3.4	1.2	-1.2	-5.3	-2.1	-10.5	0.3	-4.5
Cc1nn(CC(=O)NCCc2ccc(Cl)cc2)c(C)c1[N+](=O)[O-]	-0.9	0.5	1.9	-1.5	-1.2	6.4	3.2	-18.8	-0.5	-3.6
CC1CCN(C(=O)c2ccc(S(=O)(=O)N3CCCC3)cc2)CC1	4.1	-0.7	-3.4	0.3	-3.6	-0.5	2.1	15.1	0.0	-0.2
CSC1=N/C(=C\c2ccccc2F)C(=O)S1	-0.9	2.1	-1.9	0.6	-5.6	0.0	-2.5	-6.2	-2.1	-2.2
Cc1ccccc1C(C(=O)NC1CCCC1)N(C(=O)Cc1cccs1)c1ccc2c(c1)OCCO2 (centres undefined)	-18.7	-7.1	-8.8	-1.0	-2.7	2.3	-2.6	6.2	-0.2	-3.2
CCN(CC(=O)Nc1cc(Cl)ccc1C)C(=O)c1ccc(N2CCCC2=O)cc1	-5.9	14.1	-1.8	-1.7	3.9	-5.0	-0.1	-29.3	-0.8	-2.8
OCCC1CN(Cc2cccn2-c2ncccn2)CCN1Cc1ccccc1 (centres undefined)	6.2	-3.8	-0.7	3.2	3.2	3.8	-0.7	7.8	0.0	-1.9
CN(C)CCNC(=O)C(C(=O)c1ccccc1)n1ccccc1=O (centres undefined)	8.4	-15.8	4.9	-0.3	-3.2	3.2	-3.1	21.5	0.4	.
COc1cccc(NC(=O)Cn2cc(C(=O)C3CC3)c3ccccc32)c1	-3.4	15.4	3.4	0.4	-14.2	-2.8	-15.7	3.0	-2.2	-7.3
c1ccc(C2=NNC(=NC3CC3)SC2)cc1	2.1	3.6	-2.9	0.8	-1.2	-2.3	-2.2	11.0	0.3	-0.9
Going on with the list:
SMILES	PKA-R2B activ	Rtt109 Vps75	Keap1-Nrf2 PPI	LANA DNA inh	cardiac RTF act	RTF Ca sens inh	DAGLB inhibitor	SR-BI DiI-HDL act	CAL PDZ FP-1	CAL PDZ FP-2
Cc1ccc(-n2c(N)cc(=O)nc2SCC(=O)N2CCN(c3ccccc3)CC2)cc1	2.0	2.8	-1.4	0.1	-4.8	-1.8	2.8	-0.3	0.1	-3.3
O=C(Cn1cnc2c(nnn2Cc2ccc(F)cc2)c1=O)Nc1cccc(F)c1	-3.1	-1.9	-0.1	-0.8	2.0	-14.9	4.5	40.2	-1.5	-8.3
CCCCC(=O)Nc1nnc(/C=C/c2ccc(OC)cc2)s1	-0.5	-2.4	-4.0	-0.5	2.0	-5.5	2.5	4.5	0.1	-1.8
CCc1ccc2nc(NC(=O)Cn3cnc4ccccc4c3=O)sc2c1	5.3	-5.7	-4.8	-0.4	-1.6	2.1	18.8	9.3	-2.1	-9.9
O=C(O)CSCc1nc2scc(-c3ccccc3)c2c(=O)[nH]1	-1.0	1.9	3.0	0.0	2.2	-5.2	1.5	4.8	-0.4	.
Cc1ccc(Sc2ccc(CN3CCCC3)cc2[N+](=O)[O-])cc1	14.9	8.7	2.1	1.6	2.3	0.0	-0.7	-23.5	-2.5	-0.6
COCC(C)n1c(C)cc(C(=O)CN2C(=O)NC(Cc3c[nH]c4ccccc34)C2=O)c1C (centres undefined)	-4.9	14.1	-4.5	-0.1	3.4	-8.4	-1.3	-19.6	-0.5	-0.9
Cc1ccc(S(=O)(=O)N2CCN(S(=O)(=O)N3CCCCC3)CC2)cc1C	-8.3	-4.4	-3.5	0.4	-5.4	3.5	-4.0	.	-1.6	4.0
CCOc1ccc(CCNC(=O)COC(=O)COc2cc(C)cc(C)c2)cc1OCC	-1.9	8.8	1.1	0.9	-6.9	8.0	-2.0	-9.1	0.1	.
CCCNc1nc2c(c(=O)n(C)c(=O)n2C)n1Cc1cccc(C)c1	5.2	-1.7	-4.4	0.5	1.2	1.2	4.7	-8.3	-1.2	-0.7
CCOC(=O)c1sc2ncn(CC(=O)NCC3CCCO3)c(=O)c2c1C (centres undefined)	-2.0	-5.8	4.5	-0.4	-2.3	1.3	-1.0	-15.6	-1.0	-2.7
COc1ccc(NC(=O)CSc2ccc(NC(C)=O)cc2)cc1S(=O)(=O)N1CCCCC1	-2.4	2.6	0.5	1.5	-3.4	-13.8	-1.5	6.0	-0.5	0.0
O=C1CCC/C(=N\NC(=O)c2ccc(COc3cccc4cccnc34)cc2)C1	-1.9	-2.3	-1.7	1.2	0.2	-4.6	3.8	-18.6	-1.9	-4.0
CCOc1cc(-c2noc(CCC(=O)Nc3cccnc3)n2)ccc1OC	5.3	-1.6	-3.6	-1.4	-0.8	-5.3	1.9	21.4	-1.1	-3.6
Cc1cccnc1NC(=S)Nc1ncccc1C	5.9	4.9	-2.9	-3.2	-2.4	-2.6	-4.5	-5.5	-2.5	0.0
COc1ccc(CN2CC(=O)N3[C@H]4c5cc(C)ccc5OC[C@@H]4[C@H](c4ccccc4)[C@]3(C)C2=O)cc1	-8.0	6.4	1.0	3.7	1.8	-21.9	-6.4	8.0	-2.4	-3.7
Cc1noc(COc2ccccc2OCC(N)=O)c1Cl	-1.2	6.4	0.4	-1.2	3.1	4.7	-0.9	1.1	-0.1	0.5
O=C1CC(N2CCN(c3ccccc3)CC2)C(=O)N1c1ccc(Cl)cc1 (centres undefined)	1.0	-8.7	2.6	0.8	-9.8	-3.3	0.0	12.0	0.8	-0.4
Cc1ccc(S(=O)(=O)Nc2nc(C)c(C(=O)NNS(=O)(=O)c3ccccc3)s2)cc1	3.5	-8.8	0.8	-1.4	-0.1	-5.0	2.3	-5.5	0.6	-0.4
O=C(O)C1CC=CCC1C(=O)Nc1ccccc1C(=O)N1CCN(c2ccccc2)CC1 (centres undefined)	2.1	3.8	-0.2	0.2	0.3	-4.5	-1.8	22.8	.	2.9
Cc1ccc2c(n1)sc1c(-c3ccccc3)c(C#N)c(N)nc12	-2.9	-23.8	-1.2	-1.1	1.6	-5.7	-9.4	.	-1.9	-3.3
CCO[C@@H]1OC(C(=O)N2CCOCC2)=C[C@H](C2CC2)[C@H]1CCCO	-7.7	3.1	-6.7	-1.9	1.6	-9.5	1.6	20.6	0.1	3.5
Cc1ccc(SCC(=O)NNC(=O)CNC(=O)c2ccc(Br)cc2)cc1	9.9	-1.6	2.8	-0.4	-3.4	0.9	-3.2	6.1	0.5	.
CC(C)NC(=O)c1nn(C)c2ccccc12	15.8	-5.5	-3.2	-0.5	-3.6	-6.8	0.3	8.5	-3.2	-1.1
CCn1nc(C(=O)OCC(=O)N(CCC#N)c2ccccc2)c2ccccc2c1=O	-0.4	-2.0	2.0	-2.0	4.9	-7.0	-2.3	3.7	-0.4	-1.9
Cc1noc(/C=C/N(C)C)c1S(=O)(=O)N1CCCC(C(=O)NCc2ccco2)C1 (centres undefined)	-6.0	3.4	-8.9	0.7	-4.0	-7.4	0.2	36.2	-0.5	-8.4
Cc1ccc(CC(=O)c2ccc(Cl)cc2)cc1	-5.7	-0.8	-3.7	-0.8	4.2	-3.0	-11.2	?	-0.8	-4.5
CCC(C)(C)n1nnnc1C(c1ccccn1)N1CCOCC1 (centres undefined)	-0.7	1.9	-4.7	-2.0	3.9	6.2	-0.1	11.4	-2.0	-18.2

Bioassay records: PubChem BioAssay, several laboratories
